SKN-1 block: inhibitors of C. elegans SKN-1; 360,000 compounds, 0.49% hits; AID 624304; inhibition, % at 21.8 µM; C. elegans VP596 Pgst-4::GFP/RFP ratio, acrylamide-induced, 24 h;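 active means interference check ratio from 0.5 to 1.5 plus GFP to RFP signal ratio inhibition reaching or exceeding a fixed threshold, cut at about 30% in these data, passing the limit was not always enough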; further: some compounds called inactive have numbers as strong as hits
MT1-MMP act inh: blocks activation of human MT1-MMP. P50281. HT1080 RFP-PRO-GFP cells, GFP/RFP ratio fluorescence, overnight; percent of plate control window, DMSO zero. GFP/RFP ratio change, % at 20 µM. 360,000 compounds, 0.061% hits;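 active means GFP/RFP ratio change of at least 30% with cell ATP level not reduced by more than half and red fluorescence within 50% of control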; further: strong numbers were not always called active
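Assay system: HT1080 cells carrying an RFP-PRO-GFP reporter | Dosing: Single dose of 20 µM compound, 1% DMSO final | Incubation: Cells overnight before dosing, compound overnight, 37 °C, 5% CO2 | Evaluation: GFP/RFP fluorescence ratio | Control set: DMSO and RFP-L50D-GFP cell wells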
Rin1-Abl PPI inh: human Rin1-Abl interaction inhibition. 360,000 compounds, 0.4% hits. TR-FRET Rin1/Abl binding, biochemical. P00519+Q13671. AID 588664. inhibition, % at 7.35 µM; in the data active means inhibition above about 5%, passing the limit was not always enough
MsrA inh: bovine MsrA inhibition; purified bovine MsrA, absorbance read-out; inhibition, % at 15.5 µM; 360,000 compounds, 0.75% hits; AID 651718; in the data active means inhibition above about 4.5%;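 further: 0% = vehicle wells with enzyme and 100% = reference inhibitor wells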
eLon inh: E. coli protease La inhibition; purified E. coli Lon protease, fluorescence polarization; inhibition, % at 7.94 µM; P0A9M0; 360,000 compounds, 0.42% hits; in the data active means inhibition above about 13%, passing the limit was not always enough;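 further: 0% = enzyme with probe and DMSO and 100% = no enzyme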
NRP1-CendR mod: modulators of CendR peptide binding to human neuropilin-1; O14786; FAM-RPARPAR peptide binding to NRP-1, fluorescence polarization; inhibition, % at 25 µM; 360,000 compounds, 0.85% hits;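 active means inhibition or corrected inhibition above about 18%, plus a signal ratio from 0.5 to 1.5, limit read from the data, passing the limit was not always enough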; further: strong numbers were not always called active
Neddyl block: blocks human cullin neddylation; AID 651699; P61081+Q13564; calls only at 25 µM; TR-FRET cullin neddylation, biochemical; 360,000 compounds, 0.58% hits; in the data active means inhibition above about 36%
Target sequence (P61081 whole entry, looked up): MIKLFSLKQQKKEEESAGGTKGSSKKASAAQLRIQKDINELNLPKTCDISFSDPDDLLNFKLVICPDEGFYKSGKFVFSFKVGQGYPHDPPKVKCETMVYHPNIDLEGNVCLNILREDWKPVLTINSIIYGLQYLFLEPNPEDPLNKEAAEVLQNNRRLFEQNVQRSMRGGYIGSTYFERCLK
Target sequence (Q13564 whole entry, looked up): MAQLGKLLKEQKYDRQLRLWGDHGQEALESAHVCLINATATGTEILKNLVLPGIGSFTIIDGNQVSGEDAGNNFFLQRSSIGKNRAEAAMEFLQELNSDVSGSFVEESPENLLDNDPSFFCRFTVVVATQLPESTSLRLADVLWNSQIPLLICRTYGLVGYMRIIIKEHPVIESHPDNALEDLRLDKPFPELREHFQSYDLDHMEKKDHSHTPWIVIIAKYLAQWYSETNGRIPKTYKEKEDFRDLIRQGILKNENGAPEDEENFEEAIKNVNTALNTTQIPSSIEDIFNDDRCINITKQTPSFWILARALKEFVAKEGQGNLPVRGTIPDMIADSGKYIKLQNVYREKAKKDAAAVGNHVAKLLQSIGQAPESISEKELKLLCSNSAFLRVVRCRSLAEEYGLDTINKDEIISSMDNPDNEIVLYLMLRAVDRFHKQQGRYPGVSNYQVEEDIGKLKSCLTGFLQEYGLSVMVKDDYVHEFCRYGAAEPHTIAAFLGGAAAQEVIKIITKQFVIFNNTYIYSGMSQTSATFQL
bovine MsrA act: activates bovine MsrA enzyme; purified bovine MsrA, absorbance read-out; activation, % at 10.6 µM; 360,000 compounds, 0.3% hits; AID 602163; in the data active means activation above about 7.5%;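 further: 0% = vehicle and 100% = reference activator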
FAS-TE inh: inhibitors of human fatty acid synthase thioesterase domain. P49327. recombinant FAS-TE, OMFH fluorogenic substrate, fluorescence endpoint. inhibition, % at 15 µM. 360,000 compounds, 0.67% hits;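 active means compounds whose normalised, plate-corrected inhibition of enzyme fluorescence in the single-dose primary screen is 50% or more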;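 further: 0% = DMSO with enzyme and 100% = substrate without enzyme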
An asterisk follows results filed as active; i = inactive; . = not tested or not shown.

SMILES | SKN-1 block | MT1-MMP act inh | Rin1-Abl PPI inh | MsrA inh | eLon inh | NRP1-CendR mod | Neddyl block | bovine MsrA act | FAS-TE inh
CCN1CCN(C(=O)Cn2ncc3c2-c2ccccc2OC3)CC1 | 2 | 3 | 5 | 0.7 | 3 | 8 | i | -7 | -3
COc1cc(C)ccc1OCc1cc(C(=O)NCCN2CCCC(O)C2)no1 (configuration not stated) | -6 | -3 | 1 | 0.3 | 2 | 3 | i | -4 | -2
CN(C)S(=O)(=O)c1ccc(C(=O)OCc2nnc(-c3ccccc3)o2)cc1 | 4 | -1 | 0 | 1.2 | -1 | -4 | i | 0 | 22
COC(=O)c1c(C)n(-c2ccc(OC)cc2)c2ccc(O)cc12 | -6 | -12 | 0 | 1.1 | -4 | 20 | i | -11 | 8
O=C1OC[C@H](Cc2ccc3c(c2)OCO3)/C1=C\c1ccc2c(c1)OCO2 | 17 | -9 | -5 | . | 1 | 0 | i | -9 | 19
S=C(NC1CCCCC1)N1CCN(C2CCCCC2)CC1 | 6 | 0 | 0 | -0.9 | -8 | 0 | i | -10 | -2
O=C(CSc1nnc(-c2ccc(S(=O)(=O)N3CCCC3)cc2)o1)NCc1ccco1 | 15 | 3 | 2 | 1.3 | 2 | 1 | i | 1 | -1
NS(=O)(=O)c1ccc(CNC(=O)/C=C/c2ccccc2[N+](=O)[O-])cc1 | -1 | -1 | -1 | -0.9 | 6 | 0 | i | -3 | -6
Cc1ccc(C(=O)O)cc1NCc1cccnc1 | 0 | -2 | -4 | 1.4 | -9 | -1 | i | -3 | -6
CCc1cc2c(NCCO)ncnc2s1 | 20 | 3 | -1 | -0.5 | -7 | -5 | i | -3 | -6
O=C(Cc1ccccc1)NCCC1=CCCCC1 | 3 | 3 | -1 | -0.5 | 4 | 4 | i | -5 | -7
CC1CN(C(=O)CCNS(=O)(=O)c2ccc(Br)cc2)CC(C)O1 (configuration not stated) | 7 | -16 | -1 | -0.9 | -8 | 6 | i | -2 | -5
COc1ccc(S(=O)(=O)N2CCOC2CNC(=O)C(=O)NCc2ccccn2)cc1 (configuration not stated) | 12 | -4 | 4 | 0.7 | 0 | 13 | i | -2 | -7
COc1ccccc1S(=O)(=O)Cc1ccc(C(=O)N2CCCC2)o1 | -3 | -3 | 2 | -0.6 | 6 | 1 | i | 2 | -4
O=C(CCN1CCN(c2ccccc2F)CC1)c1ccc(Br)cc1 | -22 | -3 | 3 | . | -1 | 4 | i | -8 | 7
CCOC(=O)c1nc(N)sc1C(=O)OCC | -10 | 0 | 2 | -0.1 | 1 | 8 | i | -10 | -9
Cc1nc(-c2c(C(F)(F)F)noc2-c2ccc(O)cc2O)cs1 | -13 | 4 | 1 | 0.7 | -6 | 9 | i | -13 | 0
OC[C@H]1O[C@@H](n2cnc3c(NC4CCCC4)ncnc32)[C@H](O)[C@@H]1O | 0 | 7 | 0 | -1.8 | -5 | -9 | i | 0 | -6
COc1ccc(S(=O)(=O)N2CCN(Cc3cccnc3)CC2)cc1 | 2 | 1 | 4 | -0.5 | -2 | 11 | i | -3 | -4
CCN(CC(=O)Nc1c(F)cccc1F)C(=O)c1ccc(C(=O)c2ccccc2)cc1 | 5 | . | 1 | -0.8 | -2 | 7 | i | -11 | -8
COc1cc(OCc2ccccc2)c(CC(=O)O)c([N+](=O)[O-])c1 | 9 | 2 | -1 | 1.8 | 1 | 3 | i | -1 | 6
COc1ccccc1/C=N/NC(=O)c1ccc(=O)n(C)c1 | -2 | -1 | 0 | 3.5 | -18 | -2 | i | -9 | -4
Cc1ccc(-c2noc(-c3ccoc3C)n2)cc1 | 10 | -3 | 3 | -0.4 | 2 | 3 | i | -8 | 26
Cc1ccc(-c2nnc(CSc3nncn3N)o2)cc1 | -10 | 3 | -1 | 0.6 | 6 | -12 | i | -10 | -8
CCc1nc2ccc(C(=O)Nc3cccc(NS(C)(=O)=O)c3)cn2c1N(C=O)CCC(C)C | -3 | 0 | 0 | 0.6 | -3 | -8 | i | 0 | -6

New compounds follow
SMILES | SKN-1 block | MT1-MMP act inh | Rin1-Abl PPI inh | MsrA inh | eLon inh | NRP1-CendR mod | Neddyl block | bovine MsrA act | FAS-TE inh
COC(=O)c1cccnc1NC(=S)NC(C)C | 10 | 0 | -6 | 1.1 | -15 | 1 | i | -2 | -4
O=C(COC(=O)CCC(=O)c1ccc(F)cc1)Nc1ccc(Cl)cn1 | -16 | 1 | -2 | -0.6 | -3 | -14 | i | -8 | 6
O=C(Nc1ccc2ccccc2c1)c1onc2c1CCCC2 | 14 | -2 | 0 | -0.5 | -4 | 0 | i | -1 | 24
COc1ccc(N2C(=O)CCC(C(=O)N3CCCCCC3)C2c2ccc(OC)c(OC)c2)cc1 (configuration not stated) | 4 | 1 | 2 | 0.7 | 5 | 10 | i | 6 | 0
CC(C)CN1CCC(Oc2cccc(C(=O)NCCc3ccccc3)c2)CC1 | 4 | 1 | -3 | -0.5 | 1 | 5 | i | -3 | -5
COc1ccccc1-c1nn2c(-c3ccco3)nnc2s1 | 19 | 9 | -3 | 1.1 | -4 | -18 | i | -2 | -4
COc1ccccc1N=NC1C(=O)N(C(N)=S)N=C1C (configuration not stated) | 18 | 8 | -4 | 0.5 | -15 | 13 | i | -3 | -4
O=C(COC(=O)c1cc[n+]([O-])cc1)Nc1ccc2c(c1)OCCO2 | -12 | -9 | 2 | -0.8 | 3 | -12 | i | -13 | -12
COc1ccc(Cn2c(SCC(=O)NCc3ccco3)nc3ccsc3c2=O)cc1 | 1 | 8 | -1 | -1.1 | 7 | -12 | i | -3 | 10
CCOc1ccccc1NC(=O)c1sc2ncn(CC(=O)N3CCOCC3)c(=O)c2c1C | 8 | 4 | 3 | 1.1 | 10 | 0 | i | -9 | -3
O=C(CN1C(=O)C2CC=CCC2C1=O)Nc1nc(-c2ccc(F)cc2)cs1 (configuration not stated) | 8 | -4 | 1 | -1.1 | -8 | 9 | i | 0 | 2
CN(C)c1ccc(-c2cccc(C3CC=CC4C3C(=O)N(Cc3ccccc3)C4c3ccc4ccccc4c3)c2)cc1 (configuration not stated) | -9 | 3 | 2 | -1.0 | 3 | -5 | i | -8 | 30
Cc1cc(CSc2ccccc2)ccc1NC(=O)c1cccc([N+](=O)[O-])c1 | -14 | 2 | 2 | -0.9 | -4 | -18 | i | -12 | 0
Cc1ccc2c(c1)N(CC(=O)N1CCCC1)C(=O)c1cccnc1O2 | 10 | -2 | -1 | 0.7 | -14 | 13 | i | -3 | -5
CSc1ccc(C#N)cc1NC(=O)c1cccnc1Cl | 11 | 12 | 1 | 0.8 | 7 | -1 | i | -1 | 0
CCn1c(SCC(=O)N2CCCCCC2)nc2ccccc2c1=O | 16 | 10 | 2 | -0.6 | 11 | -5 | i | -10 | -1
CC1=C(C(=O)Nc2ccccc2)C(c2ccc3c(c2)OCO3)C2=C(CCCC2=O)N1 (configuration not stated) | -9 | -2 | 1 | 1.7 | -6 | 3 | i | -6 | -7
COc1cccc(Nc2nc(C(N)CCc3ccccc3)cs2)n1 (configuration not stated) | -2 | -4 | 2 | -1.2 | 3 | -8 | i | -5 | -2
COc1ccc(N2CCN(Cc3cc(=O)oc4cc(C)c(Cl)c(C)c34)CC2)cc1 | 12 | -1 | -3 | -0.9 | -4 | 9 | i | -1 | 7
COCCCNC(=O)c1cc(-c2cccnc2)nc2ccccc12 | 4 | 3 | 0 | 2.0 | 7 | 10 | i | -12 | 1
COc1cccc(C(c2ccccc2)N2C3CCC2CN(S(=O)(=O)c2ccc(F)cc2)CC3)c1 (configuration not stated) | -1 | -5 | -1 | -0.1 | -8 | 3 | i | -3 | 30
Cc1nc2nc(C)c(CCC(=O)N3CCN(c4ccccc4)CC3)c(C)n2n1 | 36* | 6 | 8 | 1.0 | 0 | 0 | i | 1 | -5
CCN(CC)C(=O)CCCSc1nnc(Nc2ccccc2F)s1 | 9 | 2 | -3 | -1.3 | -1 | 8 | i | -2 | -3
CCOC(=O)c1cccc(NC(=O)c2cc(C)nn2-c2ccccc2)c1 | 15 | -1 | -1 | 0.5 | -11 | -4 | i | -1 | 2
O=C(NCc1nc2ccccc2[nH]1)C1=C[C@H](c2ccccc2)C[C@H](OCCCCO)O1 | 10 | 2 | 0 | -0.6 | -2 | -4 | i | 0 | -6

New compounds follow:
SMILES | SKN-1 block | MT1-MMP act inh | Rin1-Abl PPI inh | MsrA inh | eLon inh | NRP1-CendR mod | Neddyl block | bovine MsrA act | FAS-TE inh
COC(=O)c1ccccc1OCC(=O)N1CCN(c2ccc(F)cc2)CC1 | -26 | 7 | -2 | -1.0 | 5 | 1 | i | -5 | -5
O=C(O)CSCc1nc2ccccc2[nH]1 | 6 | -1 | 1 | 1.4 | 8 | -8 | i | 0 | -11
O=C(COc1ccccc1)N1CCN(c2nnc(-c3ccccc3)c3ccccc23)CC1 | 8 | -4 | 1 | 1.1 | 3 | 2 | i | 1 | -1
CC1=C/C(=N\Nc2ccccc2[N+](=O)[O-])CC(C)(C)C1 | 12 | 10 | 0 | 0.3 | -4 | 6 | i | -7 | 35
COC(=O)c1ccc2nc(-c3ccc(S(C)(=O)=O)cc3)cn2c1 | -6 | -2 | -4 | 1.5 | 6 | -4 | . | -3 | -4
CCOC(=O)C1=C(C)OC(N)=C(C#N)C1c1ccsc1 (configuration not stated) | 19 | 2 | -2 | . | 3 | -6 | i | 1 | -6
O=C(C(=O)N1CCCCCC1)c1c[nH]c2ccccc12 | -1 | 10 | 1 | 2.0 | 3 | -8 | i | -11 | 3
CCN(CC(=O)Nc1cccc(OC)c1)C(=O)c1cnc(Cl)c(Cl)c1 | 25 | 0 | 1 | 0.5 | -1 | 4 | i | -2 | 13
O=C(Nc1ccccc1C(=O)N/N=C/c1ccccc1)c1ccco1 | -14 | 7 | 0 | 2.0 | -7 | -1 | i | -13 | 1
COc1ccc(OC)c(NC(=O)C(C)OC(=O)c2cc3ccccc3[nH]2)c1 (configuration not stated) | -3 | -6 | 4 | 0.3 | -9 | 12 | i | -6 | 20
CC(C)C(NC(=O)c1ccccc1)C(=O)OCn1nnc2ccccc2c1=O (configuration not stated) | 5 | 4 | -2 | 0.0 | 8 | 1 | i | -1 | -8
CCOc1ccc(NS(=O)(=O)c2cc(OC)ccc2OC)cc1 | 4 | 4 | 5 | 0.0 | -1 | 6 | i | -6 | -2
ON=C1CCCC2CCCCC12 (configuration not stated) | 15 | 0 | 1 | 0.6 | -4 | 5 | i | 0 | -10
O=C(O)CCC(=O)NNC(=O)CCC1CCCCC1 | 7 | 4 | -1 | -0.1 | -16 | -4 | i | -2 | -9
COc1ccc(N2CC(C(=O)NC3CCCCC3)CC2=O)cc1 (configuration not stated) | 12 | -2 | 1 | -1.8 | 4 | -3 | i | -1 | -6
O=[N+]([O-])c1ccc(Sc2n[nH]c(-c3ccco3)n2)nc1 | 1 | 0 | 0 | 2.6 | 7 | 0 | i | -9 | 17
COCCn1c(C)nc2oc3ccc(Br)cc3c(=O)c2c1=O | 15 | -2 | -1 | 1.4 | -8 | -24 | i | -2 | -6
O=C(CSCc1ccc([N+](=O)[O-])cc1)NCCSCc1ccccc1 | 2 | 2 | 3 | 0.8 | 4 | 6 | i | -2 | 47
Cc1ccc(NC(=O)c2sc(Cl)nc2C)c(C)c1 | 18 | 3 | -2 | 0.0 | -20 | -15 | i | 0 | -7
CCc1c(O)nc(SCC(N)=O)n(-c2ccccc2F)c1=O | -7 | 2 | 0 | -0.6 | -2 | 3 | i | -9 | -1
COc1ccc(OCC(=O)N2CCN(S(=O)(=O)c3ccc(Cl)s3)CC2)cc1 | 2 | 1 | 2 | 0.5 | -1 | -7 | i | -2 | 11
